Screens from PubChem BioAssay.
Vc quorum ag = quorum light induction in luxS cqsA deficient V. cholerae; activation, % at 18.7 µM; 0.16% of 350,000 active; V. cholerae BH1578 lux reporter, luminescence, 6 h; in the data active = activation mostly above about 9.7%, no sharp cut-off; inconclusive = no clear call, values can overlap the other calls; inactive = mostly below about 3.7%; note: not every result past the cut was called active; inactives centre near 0; reference of the scale not given here
PrPC surface inh = cell surface PrPC inhibition, primary TR-FRET screen; P04156; TR-FRET read-out; inhibition, % at 13.8 µM; 0.43% of 370,000 active; AID 720596; in the data active = inhibition above about 24%; note: 0% = median of the test wells and 100% = reference compound wells
BoNT-A LC inh2 = blocks Botulinum neurotoxin A light chain protease | multiplex microsphere protease substrate cleavage, flow cytometry | inhibition, % at 10 µM | 0.17% of 360,000 active; note: plate controls were buffer without enzyme for full effect and enzyme alone for no effect
SARS 3CLpro inh = SARS-CoV 3CLpro protease inhibition | P0C6X7 | recombinant SARS-CoV 3CLpro, quenched FRET peptide cleavage | inhibition, % at 6 µM | 0.14% of 290,000 active; in the data active = inhibition above about 12%
Anthrax LF prot = blocks Bacillus anthracis lethal factor protease. 0.12% of 360,000 active. P15917. multiplex microsphere protease cleavage assay, LF. inhibition, % at 10 µM; note: plate controls were buffer without enzyme for full effect and enzyme alone for no effect
Target sequence (P15917 whole entry, looked up): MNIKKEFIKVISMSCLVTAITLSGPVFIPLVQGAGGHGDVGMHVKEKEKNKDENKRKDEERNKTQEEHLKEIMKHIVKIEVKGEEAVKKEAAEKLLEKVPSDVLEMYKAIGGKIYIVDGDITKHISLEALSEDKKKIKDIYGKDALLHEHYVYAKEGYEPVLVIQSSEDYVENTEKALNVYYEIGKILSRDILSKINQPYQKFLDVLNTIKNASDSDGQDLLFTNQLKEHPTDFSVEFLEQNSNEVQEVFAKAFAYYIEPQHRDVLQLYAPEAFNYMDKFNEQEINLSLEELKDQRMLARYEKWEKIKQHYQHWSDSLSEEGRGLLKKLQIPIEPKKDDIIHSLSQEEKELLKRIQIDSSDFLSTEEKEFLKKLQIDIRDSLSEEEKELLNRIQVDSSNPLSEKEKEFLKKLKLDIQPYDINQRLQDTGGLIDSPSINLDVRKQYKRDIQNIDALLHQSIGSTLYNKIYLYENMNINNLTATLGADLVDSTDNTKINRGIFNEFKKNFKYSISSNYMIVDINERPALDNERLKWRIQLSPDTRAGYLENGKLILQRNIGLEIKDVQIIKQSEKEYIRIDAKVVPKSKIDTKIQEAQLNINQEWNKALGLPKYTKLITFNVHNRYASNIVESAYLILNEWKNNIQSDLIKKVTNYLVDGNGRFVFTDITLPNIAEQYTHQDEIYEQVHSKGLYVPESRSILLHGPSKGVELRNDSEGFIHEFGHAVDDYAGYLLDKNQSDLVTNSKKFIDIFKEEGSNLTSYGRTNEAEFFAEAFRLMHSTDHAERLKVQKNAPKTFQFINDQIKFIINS
PfHsp40 rescue = rescue of PfHsp40-mediated yeast toxicity; S. cerevisiae expressing PfHsp40, growth rescue, ATP luminescence; AID 504582; 0.68% of 340,000 active; growth rescue, % at 12.5 µM; in the data active = growth rescue above about 28%, passing the limit was not always enough; inconclusive = no clear call, values can overlap the other calls;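 note: yeast W303a lacking pdr1 and pdr3 grown in galactose medium; growth measured after three days at 30 °C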
Yp Topo-I inh = blocks Yersinia pestis topoisomerase I activity; Y. pestis Topo-I cleavage product accumulation, plate reader; activity, % at 10 µM; 0.064% of 360,000 active; AID 504884; in the data active = activity above about 50%, passing the limit was not always enough; inconclusive = no clear call, values can overlap the other calls; note: inactives centre near 2
TcdB inh = TcdB glycohydrolase inhibition; P18177; TcdB glycohydrolase enzymatic assay, plate reader; inhibition, % at 9.99 µM; 0.24% of 350,000 active; AID 652162; in the data active = inhibition above about 10%
SSB-PriA inh = K. pneumoniae PriA-SSBct interaction inhibition; 0.6% of 430,000 active; AlphaScreen SSBct-PriA binding, biotinylated peptide; inhibition, % at 33 µM; AID 1272365; in the data active = inhibition mostly above about 37%, no sharp cut-off; inactive = mostly below about 20%;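 note: plate controls were negative control peptide for no effect and reference peptide for full effect; strong numbers were not always called active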
* marks the source's active call; other numbers are inactive results; i = inactive; ? = inconclusive; / = no result given. Cut-off read from the data, not from the text of the source, unless noted: active = inhibition above about 30%; inconclusive = no clear call, values can overlap the other calls; inactive = below that. The list is partial (hit frequency here may not be typical).

Compound	Vc quorum ag	PrPC surface inh	BoNT-A LC inh2	SARS 3CLpro inh	Anthrax LF prot	PfHsp40 rescue	Yp Topo-I inh	TcdB inh	SSB-PriA inh
C=C(C)C(=O)O[C@H]1C/C(C)=C\C(=O)/C=C(\C)[C@H](O)[C@@H]2OC(=O)C(=C)[C@@H]21	-11.1	21.4	-1.4	/	-10.9	0.4	4.3	-0.9	-11.0
CC(C)(O)C#Cc1ccc(C(=O)N2CCC(C(N)=O)(N3CCCCC3)CC2)o1	i	-8.2	0.7	3.5	-0.4	-1.2	6.6	0.7	-7.0
Cc1ccc(SCC(=O)NC(=O)NC(C)C)c(C)c1	-0.4	9.3	-0.1	-2.5	3.1	0.4	12.6	-1.4	-12.3
Cn1c(SCCN2CCOCC2)nc2sc3c(c2c1=O)CCCC3	0.9	-5.0	-0.9	4.1	4.7	-0.4	15.9	2.3	-2.2
COc1ccc(S(=O)(=O)N2CCC3(CC2)OCCN3S(=O)(=O)c2cccs2)cc1OC	-1.8	1.7	-63.3	/	-15.8	-0.1	9.9	3.7	-10.2
Cc1c(Cl)cccc1NC(=S)N1CCC(C(N)=O)(N2CCCCC2)CC1	-0.4	2.9	0.2	-0.3	-3.3	0.1	-3.8	-0.8	-16.5
Cc1cccc(N(C(=O)CCC(=O)Nc2ccccn2)C(C(=O)NC(C)C)c2ccc(O)cc2)c1 (stereo unspecified)	0.9	-12.3	0.7	1.4	1.1	1.4	0.5	/	-4.7
NC(=O)[C@@H]1CCCNc2c(F)cc([N+](=O)[O-])cc2C(=O)N[C@@H](CO)C(=O)NCC(=O)N1	-0.3	-23.9	-0.6	-3.3	3.0	0.2	2.5	5.2	0.0
CC(=O)Nc1ccc(S(=O)(=O)Nc2cccc(-c3nc4ccccc4o3)c2)cc1	/	-0.6	2.1	6.4	0.4	2.4	5.5	/	2.8
O=C(c1ccc(CSc2ccc(Cl)cc2)cc1)N1CCOCC1	/	8.7	-0.3	0.2	1.5	0.4	29.5	0.8	-6.1
N#CCCN(CCC#N)C(=O)C1c2ccccc2Oc2ccccc21	i	-1.4	-0.3	-3.2	1.6	-0.4	2.5	0.9	-3.4
CC1(C)Cc2noc(N)c2C(C)(C)N1OC(=O)c1cccs1	7.7	-1.1	0.6	0.2	-1.3	-0.1	3.0	/	-10.0
CN(Cc1cc(Cl)cc(Cl)c1O)Cc1c(O)ccc2ccccc12	0.8	-3.2	-0.5	/	-6.9	4.2	-12.6	1.2	-2.5
Cn1cc(CNCCN2CCCCC2=O)c(-c2cccc(Cl)c2)n1	-0.4	-7.8	0.0	3.2	1.3	-2.0	2.1	1.7	-2.8
COC(=O)c1ccc(NC(=O)CSc2nnc(-c3ccncc3)n2N)cc1	i	-3.1	?	-1.1	-0.6	0.0	-8.7	/	0.6
CCCC(=O)NCC(c1cccs1)S(=O)(=O)c1ccc(Cl)cc1 (stereo unspecified)	-4.2	5.7	-0.5	-1.4	2.6	0.2	-8.2	-1.8	-26.7
CCOC(=O)Nc1ccc2c(COC(=O)c3ccccc3O)cc(=O)oc2c1	-3.6	-7.0	-1.1	-2.3	2.4	-0.8	-2.7	-1.7	-14.2
C=CCn1c(=S)[nH]c2scc(-c3ccc(C)o3)c2c1=O	-0.2	19.2	2.9	-3.2	3.6	-0.5	15.3	1.0	-15.2
COc1ccc(Cc2nc3ccc(C(=O)NCCc4ccccn4)cc3o2)cc1OC	i	7.3	0.8	1.7	-3.1	-0.5	10.7	0.2	-7.6
CN(C(=O)c1ccc(Br)o1)C1CCS(=O)(=O)C1 (stereo unspecified)	-0.3	-0.2	-0.8	2.2	0.8	-0.3	6.3	1.4	-2.9
CN(c1ccc(C(=O)NCCSCc2ccc(Cl)cc2)cc1)S(=O)(=O)c1ccccc1	-0.6	4.5	-1.0	4.8	-3.8	-0.4	-5.0	-5.8	-4.0
Cc1ccc(CSc2ncnc3c2cnn3Cc2ccccc2)cc1	/	0.6	-1.1	5.1	-1.0	0.0	25.4	/	-35.8
CCCOc1ccc(C2NC(=O)NC(c3ccccc3)=C2C(C)=O)cc1OCC (stereo unspecified)	0.0	9.6	?	2.4	-0.8	0.7	1.8	/	9.5
COc1ccccc1N(CC(O)CN1CCOCC1)S(=O)(=O)c1ccccc1 (stereo unspecified)	-0.3	-4.4	-1.8	-5.3	5.1	1.1	7.2	0.2	-8.4
CCOc1ncccc1C(=O)OCC(=O)N1CC(=O)Nc2ccccc21	1.0	4.6	-0.2	-2.7	10.4	0.2	0.4	/	-10.7
O=C(CCc1ccccc1)NC(c1cccs1)c1cc(Cl)c2cccnc2c1O (stereo unspecified)	/	-3.6	-0.6	-0.6	-3.4	1.5	-10.8	-0.9	0.8
CN(C)c1ccc(C=NNC(=O)c2cccc3ccccc23)c(Cl)c1	-1.0	2.4	0.0	/	-11.3	-0.7	4.2	0.3	-6.1
O=C(CCc1ccccc1)N/N=C/c1cccc(O)c1	/	1.9	-1.7	-5.2	-0.6	-0.6	-4.7	0.3	/
CC(=O)N1CCc2c(sc3c2c(=O)n(Cc2ccccc2)c(=O)n3CC(=O)NCC2CCCO2)C1 (stereo unspecified)	-0.4	2.6	1.4	-2.3	-0.5	1.7	25.5	0.8	-9.4
CC[C@]12c3[nH]c4cc(CCC(=O)N(C)C)ccc4c3CCN1C(=O)[C@@H](CC(=O)NCC13CC4CC(CC(C4)C1)C3)C[C@@H]2C(=O)N1CCN(C(=O)C2CC2)CC1	-0.5	11.9	-0.1	/	-4.2	-0.8	22.3	1.7	8.0

(cont.)
Compound	Vc quorum ag	PrPC surface inh	BoNT-A LC inh2	SARS 3CLpro inh	Anthrax LF prot	PfHsp40 rescue	Yp Topo-I inh	TcdB inh	SSB-PriA inh
O=C(NCCc1ccccc1)c1ccc(-c2ccccc2C(F)(F)F)o1	/	0.4	/	-1.8	/	/	/	0.3	-1.8
COc1cc(NC(=O)Cc2ccccc2)ccc1NC(=O)c1ccccc1	-0.1	-2.3	0.8	0.1	-4.7	-1.0	-15.8	1.4	7.8
CCc1noc(C)c1C(=O)Nc1cc(S(=O)(=O)N2CCOCC2)ccc1OC(C)C	-1.8	-6.9	-0.5	/	-0.7	-0.8	-10.1	-1.3	-4.5
CCC(C)(C)n1nnnc1CN1CCN(c2nc3cc(OC)ccc3cc2C#N)CC1	6.2	5.8	5.6	-4.4	3.3	0.7	37.2	/	-9.1
Cc1ccc(CS(=O)(=O)Cc2ccc(C(=O)NCCCN3CCOCC3)o2)cc1	-0.5	-2.0	-1.2	-0.4	-2.7	-0.8	-11.7	-1.0	-4.7
COc1cc(C(=O)Nc2nc3ccc(S(C)(=O)=O)cc3s2)cc(OC)c1C	-0.5	10.0	3.6	1.0	3.9	0.3	-2.1	0.1	-2.6
CNc1nc(SC(C)C(=O)Nc2ccc(Cl)c(Cl)c2)nc(N2CCOCC2)n1 (stereo unspecified)	-0.1	-3.2	0.0	0.4	-1.1	0.6	-0.7	1.1	2.5
O=C1C=C(c2ccc(-c3ccccc3)cc2)C[C@@H](c2ccc(Cl)cc2)C1	i	0.5	-0.4	/	5.2	1.3	0.7	1.5	-13.2
CCNC(=S)NNC(=O)c1ccc(OC(F)F)cc1	-0.2	-5.0	-0.2	-3.5	-2.2	-0.7	5.2	/	-14.5
N/C(=N\OC(=O)c1cccc(Br)c1)c1ccc([N+](=O)[O-])cc1	2.0	16.5	0.5	1.5	-4.4	-0.2	-7.6	-2.4	i
Cc1cc(Cc2cc(C)c(O)c(CO)c2)cc(CO)c1O	i	0.0	-0.1	/	-4.0	-0.5	4.6	-0.8	7.2
CCCc1c(C(=O)N/N=C/c2ccccc2OCc2ccc(F)cc2)nnn1-c1nonc1N	-0.2	4.3	-0.6	5.4	-0.5	0.4	-3.3	-0.5	/
CCCN1C(=O)c2cc(C(=O)NCCc3cccc(C)c3)ccc2C1O (stereo unspecified)	2.4	7.2	-0.4	-1.2	1.9	-0.5	1.1	1.9	-11.9
CCN(C(=O)Nc1cccc2ccccc12)c1ccccc1	-5.3	3.2	-0.5	/	-1.1	/	27.1	7.1	/
Cc1ccc(Sc2nc(C)c([N+](=O)[O-])c(C)c2C#N)cc1	i	12.8	3.2	1.5	4.5	/	11.0	1.1	7.4
C[C@@H]1ON(C2CCCCC2)[C@H]2c3nc4ccccc4n3C[C@@H]12	0.5	4.6	-0.2	-6.5	3.6	-0.9	3.7	1.2	-0.1
CC1CN(S(=O)(=O)c2ccccc2)CN1C(=O)N1CCOCC1 (stereo unspecified)	-0.5	-0.2	-0.5	-3.9	11.8	0.0	2.8	-2.8	-9.1
Cc1ccc(S(=O)(=O)Cn2nnnc2C(CC(C)C)N2CCN(c3ccccc3)CC2)cc1 (stereo unspecified)	i	-2.9	-0.3	4.8	-2.3	1.2	12.9	/	-12.8

Whole records, quoted from the list. Values in the order: Vc quorum ag	PrPC surface inh	BoNT-A LC inh2	SARS 3CLpro inh	Anthrax LF prot	PfHsp40 rescue	Yp Topo-I inh	TcdB inh	SSB-PriA inh
CC1CN(S(=O)(=O)c2ccccc2)CN1C(=O)N1CCOCC1 (stereo unspecified) as listed: -0.5	-0.2	-0.5	-3.9	11.8	0.0	2.8	-2.8	-9.1
Cc1ccc(S(=O)(=O)Cn2nnnc2C(CC(C)C)N2CCN(c3ccccc3)CC2)cc1 (stereo unspecified) as listed: i	-2.9	-0.3	4.8	-2.3	1.2	12.9	/	-12.8

Grouped by structure, the entries above containing four or more nitrogen atoms (12)
Compound	Vc quorum ag	PrPC surface inh	BoNT-A LC inh2	SARS 3CLpro inh	Anthrax LF prot	PfHsp40 rescue	Yp Topo-I inh	TcdB inh	SSB-PriA inh
Cc1c(Cl)cccc1NC(=S)N1CCC(C(N)=O)(N2CCCCC2)CC1	-0.4	2.9	0.2	-0.3	-3.3	0.1	-3.8	-0.8	-16.5
Cc1cccc(N(C(=O)CCC(=O)Nc2ccccn2)C(C(=O)NC(C)C)c2ccc(O)cc2)c1 (stereo unspecified)	0.9	-12.3	0.7	1.4	1.1	1.4	0.5	/	-4.7
NC(=O)[C@@H]1CCCNc2c(F)cc([N+](=O)[O-])cc2C(=O)N[C@@H](CO)C(=O)NCC(=O)N1	-0.3	-23.9	-0.6	-3.3	3.0	0.2	2.5	5.2	0.0
Cn1cc(CNCCN2CCCCC2=O)c(-c2cccc(Cl)c2)n1	-0.4	-7.8	0.0	3.2	1.3	-2.0	2.1	1.7	-2.8
COC(=O)c1ccc(NC(=O)CSc2nnc(-c3ccncc3)n2N)cc1	i	-3.1	?	-1.1	-0.6	0.0	-8.7	/	0.6
Cc1ccc(CSc2ncnc3c2cnn3Cc2ccccc2)cc1	/	0.6	-1.1	5.1	-1.0	0.0	25.4	/	-35.8
CC(=O)N1CCc2c(sc3c2c(=O)n(Cc2ccccc2)c(=O)n3CC(=O)NCC2CCCO2)C1 (stereo unspecified)	-0.4	2.6	1.4	-2.3	-0.5	1.7	25.5	0.8	-9.4
CC[C@]12c3[nH]c4cc(CCC(=O)N(C)C)ccc4c3CCN1C(=O)[C@@H](CC(=O)NCC13CC4CC(CC(C4)C1)C3)C[C@@H]2C(=O)N1CCN(C(=O)C2CC2)CC1	-0.5	11.9	-0.1	/	-4.2	-0.8	22.3	1.7	8.0
CCC(C)(C)n1nnnc1CN1CCN(c2nc3cc(OC)ccc3cc2C#N)CC1	6.2	5.8	5.6	-4.4	3.3	0.7	37.2	/	-9.1
CNc1nc(SC(C)C(=O)Nc2ccc(Cl)c(Cl)c2)nc(N2CCOCC2)n1 (stereo unspecified)	-0.1	-3.2	0.0	0.4	-1.1	0.6	-0.7	1.1	2.5
CCCc1c(C(=O)N/N=C/c2ccccc2OCc2ccc(F)cc2)nnn1-c1nonc1N	-0.2	4.3	-0.6	5.4	-0.5	0.4	-3.3	-0.5	/
Cc1ccc(S(=O)(=O)Cn2nnnc2C(CC(C)C)N2CCN(c3ccccc3)CC2)cc1 (stereo unspecified)	i	-2.9	-0.3	4.8	-2.3	1.2	12.9	/	-12.8
